EP2 modulator = modulates human prostaglandin E2 receptor EP2 signaling | P43116 | EP2-expressing cells, cAMP HTRF FRET, PGE2 co-stimulation | induction, % at 25 µM | hit rate 0.83% among 260,000 | AID 940;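 active = compounds whose cAMP rise, as percent of the full-agonist control response, exceeds 60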;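 note: rat C6 glioma line stably carrying human EP2 under a CMV promoter; the protocol text gives 20 µM as final concentration; 100% = response of wells given 1 µM PGE2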
Target sequence (P43116 whole entry, looked up): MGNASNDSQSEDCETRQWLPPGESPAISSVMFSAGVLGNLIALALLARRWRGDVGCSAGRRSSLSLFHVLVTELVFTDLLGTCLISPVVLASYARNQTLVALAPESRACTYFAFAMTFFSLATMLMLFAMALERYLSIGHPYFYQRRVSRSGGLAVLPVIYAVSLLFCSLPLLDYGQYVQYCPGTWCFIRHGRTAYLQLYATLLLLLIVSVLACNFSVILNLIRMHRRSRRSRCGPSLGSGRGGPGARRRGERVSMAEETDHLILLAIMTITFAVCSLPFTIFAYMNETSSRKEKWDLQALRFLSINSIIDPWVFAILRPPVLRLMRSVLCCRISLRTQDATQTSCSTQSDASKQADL
* hit, by the source's call.

SMILES | EP2 modulator
Cc1ccc(NC(=S)N(Cc2cc3ccc(C)c(C)c3[nH]c2=O)CC2CCCO2)c(C)c1 (stereo not drawn) | 3
O=S(=O)(c1cccc(S(=O)(=O)N2CCCC2)c1)c1ccc(Cl)c(Cl)c1 | -1
COc1cc(/C=C2\C=C(c3ccc(C)cc3)OC2=O)cc(Cl)c1OC(C)=O | -24
Cc1cc(-c2cncnc2C2CCCN(CC(=O)N3CCCC3)C2)on1 (stereo not drawn) | 14
O=C(Nc1cccc(Cl)c1N1CCOCC1)c1ccco1 | 33
CN(C(=O)NC1(C)CCS(=O)(=O)C1)C1(C)CCS(=O)(=O)C1 (stereo not drawn) | -3
Cc1csc(NC(=O)CCC(=O)N(CC(=O)NC2CCCC2)c2ccccc2)n1 | -7
COc1cc(C(=O)N2CCC(C(=O)c3nc4ccccc4s3)CC2)cc(OC)c1OC | -49
COc1ccc(C2=NN(C(C)=O)C(c3cccc(OC)c3OC)C2)cc1 (stereo not drawn) | -36
C=C(C)Cn1c(N2CCN(CCO)CC2)nc2c1c(=O)n(C)c(=O)n2C | 11
CC(=O)N1CCc2cc(C(O)CN3CCC(O)(c4ccc(F)cc4)CC3)ccc21 (stereo not drawn) | -1
Cc1cc(C)c2cc(CN(CCO)C(=S)Nc3cccc(Cl)c3)c(=O)[nH]c2c1 | -83
CC1=CC=CC2=NC(=O)CC(C)(C(=O)N(CC(=O)NC(C)(C)C)C3CCCCC3)N12 (stereo not drawn) | 4
CCc1ccc2[nH]c(=O)c(CN(CC3CCCO3)C(=S)NC3CCCCC3)cc2c1 (stereo not drawn) | 82*
CC1=[N+](CC(=O)c2ccc(C)cc2)CCn2cccc21 | -8
COc1ccc(CN(Cc2cnn(C)c2)CC2CCCO2)c(OC)c1 (stereo not drawn) | -6
COc1ccc(C(=O)CSc2nnc3c(C)cc4cc(C)c(C)cc4n23)cc1 | -10
Cc1nc2cc(F)ccc2n1C1CCN(CC(=O)Nc2ccccc2F)CC1 | 3
CCC(c1nnnn1C(C)(C)CC)N(Cc1cccs1)Cc1cc2ccc(C)c(C)c2[nH]c1=O (stereo not drawn) | 48
COc1ccccc1N1CCN(C(=O)CSc2nnc3c4c5c(sc4ncn23)CCCC5)CC1 | 26
CCn1c(N2CCC(C(=O)NC3CCCCC3)CC2)nc2ccccc21 | -36
COc1ccc2c(c1)NC1(CCN(C(=O)c3cccc(-n4cnnn4)c3)CC1)c1cccn1-2 | -83
CCOc1ccc2[nH]c(=O)c(CN(Cc3cccs3)C(=O)Nc3ccc(OC)cc3)cc2c1 | -24
CCNCc1cc2c(-c3cccc(F)c3)nn(-c3ccccc3)c2[nH]c1=O | -21

Some of these compounds in order of formula weight, rising.
SMILES | EP2 modulator
CCn1c(N2CCC(C(=O)NC3CCCCC3)CC2)nc2ccccc21 | -36
Cc1nc2cc(F)ccc2n1C1CCN(CC(=O)Nc2ccccc2F)CC1 | 3
CCOc1ccc2[nH]c(=O)c(CN(Cc3cccs3)C(=O)Nc3ccc(OC)cc3)cc2c1 | -24

The list continues.
SMILES | EP2 modulator
CC1CCCCN1C(=O)CN1C(=O)N2CCN=C2c2ccccc21 (stereo not drawn) | -33
COc1ccc(C(=O)NNC(=O)c2cccs2)c(OC)c1 | -15
COc1ccc(NC(=S)N(CCc2nc3ccccc3[nH]2)C2CCCCC2)cc1 | -47
CCC(c1nnnn1CC1CCCO1)N(Cc1cc2cc(C)ccc2[nH]c1=O)CC1CCCO1 (stereo not drawn) | 24
CCNC(=S)N(CCO)Cc1cc2ccc(OC)cc2[nH]c1=O | -2
O=C1OC(c2ccccc2)=N/C1=C\c1ccc(Br)o1 | -27
O=C(O)CCc1nc(-c2ccccc2-n2cccc2)no1 | 28
O=c1[nH]c(N2CCCC2)nc2c1CCN(Cc1ccc3ncccc3c1)C2 | -17
COc1ccccc1NC(=O)c1ccc(C)c(S(=O)(=O)N2CCCCCC2)c1 | 35
CC(=O)Nc1ccc(C(O)CN2CCC(O)(c3cccc(C)c3)CC2)cc1 (stereo not drawn) | -12
CCC(c1nnnn1C1CCCC1)N(CCc1ccccc1)Cc1cc2c(C)ccc(C)c2[nH]c1=O (stereo not drawn) | 46
CCOC(=O)c1c(NC(=O)c2cc3ccccc3oc2=O)sc2c1CCN(C)C2 | -14
COCCNC(=O)C(=O)NCc1cccnc1 | -17
COc1ccc(-c2c(C)[nH]n3c(=O)c(C)c(C)nc23)cc1 | -32
CCN(Cc1ccccc1)S(=O)(=O)c1ccc(NC(=O)c2cnccn2)cc1 | -52
Cc1cc(C)c2[nH]c(=O)c(CN(C(=O)Nc3ccc(C(C)C)cc3)C3CC3)cc2c1 | -19
CCCc1nnc(NC(=O)c2c(O)c3cccc4c3n(c2=O)CC4)s1 | 12
COc1ccc([C@@H]2C[C@H](C(=O)Nc3cccc(C(C)O)c3)N(C)S(=O)(=O)N2)cc1OC (stereo partly drawn) | -6
Cc1c(CN(Cc2ccc(F)cc2)C2CC(C)(C)NC(C)(C)C2)cnn1C | -25
CC(=O)Oc1c(C)c(C)c2c(c1C)CCC(C)(CCCC(C)CCCC(C)CCCC(C)C)O2 (stereo not drawn) | 0
CCc1nnc(NC(=O)CN(C)C)s1 | 0
Oc1c(Br)cc(Br)c2cccnc12 | 21
O=c1c2ccccc2c2ccccc2c(=O)n1-c1cc2c3ccccc3ccc2c2ccccc12 | 18
COc1ccc(C2CC(=O)C3=C(C2)NC(C)=C(C(=O)OC(C)C)C3c2cccs2)cc1OC (stereo not drawn) | -17
O=C(OCCN1CCCCC1)C1COc2ccccc2O1 (stereo not drawn) | -8
O=C(Cn1c(-c2cccs2)cc2cccnc21)NC1CCCC1 | -3
Cc1c2cc[n+](CCN3CCCCC3)cc2c(C)c2c1[nH]c1ccc(O)cc12 | 14
Cc1nn(-c2ccccc2)c2sc(C(=O)Nc3nc4c(s3)C(=O)CC(C)(C)C4)cc12 | -17
CCn1c(=O)oc2cc(S(=O)(=O)NC3(c4ccccc4)CC3)ccc21 | -69
COc1ccc(OC)c(NC(=O)CSc2nc(-c3ccccc3)cc(C(F)(F)F)n2)c1 | -38
OC(CN1CCC(O)(c2ccc3c(c2)OCO3)CC1)c1ccc(Cl)cc1 (stereo not drawn) | -73
Cc1nc(NC(=O)CN2CCC(c3cccnc3)CC2)sc1C | -5
CCn1c(=O)oc2cc(S(=O)(=O)N3CCCN(C(C)=O)CC3)c(Cl)cc21 | -27
O=C(NC1(c2cccc(F)c2)CCCC1)c1cc(-c2ccccn2)n[nH]1 | -61
CCNC(=S)N(Cc1cccnc1)Cc1cc2cc(OCC)ccc2[nH]c1=O | -34
CC1CN(CC(=O)Nc2ccc3[nH]c(=O)[nH]c3c2)CCC1(O)c1ccc(F)cc1 (stereo not drawn) | -9
CC(=O)Nc1ccc(C(=O)CSc2nnc3c4c5c(sc4nc(C(C)C)n23)CCCC5)cc1 | 20
CCOC(=O)C1=C(C)N=C2SCC(=O)N2C1c1ccc(O)c(OCC)c1 (stereo not drawn) | -18
CNC(=S)N(CCc1ccccc1C)Cc1cc2cc3c(cc2[nH]c1=O)OCO3 | -39
CC(C)=CCc1c(O)cc2oc(C)cc(=O)c2c1O | 28

6 neighbouring records out of the list so far, quoted:
SMILES | EP2 modulator
CCn1c(=O)oc2cc(S(=O)(=O)N3CCCN(C(C)=O)CC3)c(Cl)cc21 | -27
O=C(NC1(c2cccc(F)c2)CCCC1)c1cc(-c2ccccn2)n[nH]1 | -61
CCNC(=S)N(Cc1cccnc1)Cc1cc2cc(OCC)ccc2[nH]c1=O | -34
CC1CN(CC(=O)Nc2ccc3[nH]c(=O)[nH]c3c2)CCC1(O)c1ccc(F)cc1 (stereo not drawn) | -9
CC(=O)Nc1ccc(C(=O)CSc2nnc3c4c5c(sc4nc(C(C)C)n23)CCCC5)cc1 | 20
CCOC(=O)C1=C(C)N=C2SCC(=O)N2C1c1ccc(O)c(OCC)c1 (stereo not drawn) | -18

(next part)
SMILES | EP2 modulator
O=C(CSc1ncnc2c1cnn2-c1ccccc1Cl)Nc1ccccc1Br | -31
Cc1nn(C)cc1S(=O)(=O)Nc1ncccc1OCc1ccccc1 | -46
Cc1nc2c(c(=O)[nH]1)CCN(Cc1ccc3c(c1)CCCN3C)C2 | -6
Cc1cn([C@@H]2C[C@H](N=[N+]=[N-])[C@H](CO)O2)c(=O)[nH]c1=O | 16
CC(=O)Nc1ccc(CN(Cc2ccc3c(c2)OCO3)CC(C)O)cc1 (stereo not drawn) | 4
Cc1nnc(NC(=O)CC2CC3CCC2C3)s1 (stereo not drawn) | -22
CCn1c(SCC(=O)Nc2cccc(C(=O)OC)c2)nnc1-c1ccco1 | -25
CN(C)C[C@H]1CCC2=C(C1=O)C(c1ccc(Cl)c(Cl)c1)C1=C(CC[C@H](CN(C)C)C1=O)O2 | -12

Overlap with the part before: 6 entries; new compounds follow.
SMILES | EP2 modulator
Cc1nc2c(c(=O)[nH]1)CCN(Cc1ccc3c(c1)CCCN3C)C2 | -6
Cc1cn([C@@H]2C[C@H](N=[N+]=[N-])[C@H](CO)O2)c(=O)[nH]c1=O | 16
CC(=O)Nc1ccc(CN(Cc2ccc3c(c2)OCO3)CC(C)O)cc1 (stereo not drawn) | 4
Cc1nnc(NC(=O)CC2CC3CCC2C3)s1 (stereo not drawn) | -22
CCn1c(SCC(=O)Nc2cccc(C(=O)OC)c2)nnc1-c1ccco1 | -25
CN(C)C[C@H]1CCC2=C(C1=O)C(c1ccc(Cl)c(Cl)c1)C1=C(CC[C@H](CN(C)C)C1=O)O2 | -12
CC1(C)Cc2c(c(N3CCOCC3)nc3sc4c(NCCCO)nnnc4c23)CO1 | -1
Cc1cc(OCC(O)CN2CCCC2)ccc1C(C)C (stereo not drawn) | -67
CCc1ccccc1NC(=O)N1CCC(NC(=O)C(C)(C)C)CC1 | 9
CCOC(=O)Cc1csc(NC(=O)CSc2nc(C3CC3)nc3ccccc23)n1 | -3
COCCNC(=O)c1c(NC(=O)c2ccc(OC)c(OC)c2)sc2c1CCCC2 | 13
CCOc1ccc(NC(=S)N(CCCO)Cc2cc3cccc(C)c3[nH]c2=O)cc1 | -6
Nc1ccc(C(=O)Nc2nc3ccc(Cl)cc3s2)cc1 | -97
CCC(C)(C)c1nnc(N)s1 | -23
CCOC(=O)c1cnc(SCC(=O)Nc2cc(C)cc(C)c2)nc1N | -15
COc1ccc(CN(Cc2coc3ccccc3c2=O)CC2CCCO2)cc1OC (stereo not drawn) | -2
C=Cn1cc(CN(Cc2ccccc2OC)CC2CCCO2)c(C)n1 (stereo not drawn) | 4
Cc1cc(C)c2[nH]c(C(=O)NCCn3nc(C)nc3C)c(C)c2c1 | -32
O=C(CN1CCc2ccccc2C1)Nc1ccc(C(F)(F)F)cc1 | -67
O=C(NCc1ccccc1)N1CCCC1c1nc(-c2ccncc2)n[nH]1 (stereo not drawn) | -4
COc1ccc2cc(C(c3nnnn3C3CCCC3)N3CCN(C)CC3)c(=O)[nH]c2c1 (stereo not drawn) | 1
Cc1ccc(-c2cc(N)c(=O)n(C(C)C(=O)NC3CC3)n2)o1 (stereo not drawn) | -36
Cn1c(SCC(=O)c2ccc(F)cc2)nc2ccccc2c1=O | -6
CCCC(=O)Nc1nc(-c2ccc(C)c(C)c2)cs1 | -34
CN(C)C(=O)N1CCN(S(=O)(=O)c2ccc(F)cc2)CC1 | -4
Cc1ccsc1CN(Cc1cn[nH]c1-c1ccc(Cl)cc1)CC(C)O (stereo not drawn) | 26
COc1ccc(CNC(=O)Cn2nc(C)n3c(cc4occc43)c2=O)cc1 | -18
CCCc1[nH]nc2c1C(c1ccc(OC(C)C)cc1)C(C#N)=C(N)O2 (stereo not drawn) | -33
Cc1ccc(C)c(NC(=O)Cn2cc(C(=O)C(C)C)c3ccccc32)c1 | 4
COc1ccc(S(=O)(=O)N2Cc3ccccc3CC2C(=O)N2CCCCC2)cc1OC (stereo not drawn) | -28
CC(C)(C)C1(O)CC(C(F)(F)F)=NN1C(=O)c1ccc(Cl)cc1 (stereo not drawn) | 10
Cc1cc2cc(CN(Cc3ccc4c(c3)OCO4)C(=O)Nc3ccc(F)cc3)c(=O)[nH]c2cc1C | 14
CC1CCCN(C(=O)CSc2ncnc3c(-c4ccc(Cl)cc4)nsc23)C1 (stereo not drawn) | -1
Cn1cnnc1Sc1ccc([N+](=O)[O-])cn1 | -2
COc1ccc(C(=O)Nc2nc(C)c(C)s2)cc1 | -5
CCN1CCCC1CN(Cc1ccccn1)Cc1cccc(C)n1 (stereo not drawn) | 10
Cc1ccc(F)cc1NC(=O)CSc1nnc(-c2ccco2)n1C | -7
COc1ncccc1C1(O)CC2CCC(C1)N2C(=O)c1ccco1 (stereo not drawn) | -8
CCC(=O)c1cn(CC(=O)Nc2ccc(C)cc2)c2ccccc12 | -9
Cc1cc(C)nc(N2CCC(C(=O)Nc3ccc(F)cc3F)CC2)n1 | -46
CCn1c(SCC(=O)N2c3ccc(F)cc3CCC2C)nc2ccccc2c1=O (stereo not drawn) | 14
COc1ccc(S(=O)(=O)N2CCC(C(=O)NC(C)c3ccccc3)CC2)cc1C (stereo not drawn) | -45
CC1/C(=N/O)C[C@@H]2C[C@H]1C2(C)C (stereo partly drawn) | 17
CC(=O)Nc1ccc(Nc2nc(-c3cc4ccccc4oc3=O)cs2)cc1 | -79
COc1ccc2cc(C)c3nn(CC(=O)N4CCCCCC4)c(=O)n3c2c1 | -96
COCCN1C(=O)C(=O)/C(=C(\O)c2cccc(OC)c2)C1c1cccnc1 (stereo not drawn) | -11
COc1ccc2nc(SCC(=O)N3CCN(c4ccccc4)CC3)c(C#N)cc2c1 | -12
CCCC(c1nnnn1C(C)(C)C)N(Cc1cc2cc(C)ccc2[nH]c1=O)C1CCCCC1 (stereo not drawn) | 66*
NC(=O)CSc1nnc(-c2ccco2)n1Cc1ccco1 | -19
COc1ccccc1C1(NC(=O)c2cccc(N3CCCCS3(=O)=O)c2)CCCC1 | -18
CC1CCCN(C(=O)CSc2nnc(-c3cccnc3)n2-c2ccccc2)C1 (stereo not drawn) | -15

Screening data from PubChem BioAssay.

This is a subset; count on the stated rates, not on these rows.
